Compound activity deposited in PubChem by several laboratories.
GRK2 inh: compounds blocking aptamer binding on GRK2 – biochemical, human GRK2, bead flow cytometry, HTS, primary screen. AID 488847, 2010. Beta-adrenergic receptor kinase 1 (Homo sapiens), P25098. 330,000 tested, 0.59% active. FAM-aptamer displacement from GRK2. inhibition of aptamer binding, % at 10 µM;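 active means inhibition of aptamer binding above 40%, roughly 3 SD of noise, on plates passing a quality check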;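 further: median bead fluorescence of bound FAM aptamer so fluorescent compounds give negative values; no value below 0 was filed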
VLA-4 inh: inhibition in human VLA-4 binding assay, primary screen, VLA-4 allosteric modulator project, MLPCN library, flow cytometry, VLA-4 expressing cells | Integrin alpha-4 (Homo sapiens), P13612 | ligand binding flow cytometry | inhibition, % (about 7 µM as worked out from the volumes in the protocol) | 330,000 tested, 0.2% active; in the data active means inhibition above about 50%
PP1 counter: PP1-alpha phosphatase inhibitors, primary screen, counter-screen for PP5 inhibitor project, biochemical, fluorescence, OMFP substrate, single point. inhibition, % at 6.7 µM. Serine/threonine-protein phosphatase PP1-alpha catalytic subunit (Homo sapiens), P62136. 320,000 tested, 0.9% active. purified PP1alpha;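 active means inhibition above the mean inhibition of all tested compounds plus 3 SD, computed separately for each screening campaign, cut at about 15% in these data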
proCasp7 act: procaspase-7 activators, primary screen, counter-screen for procaspase-3 activator project, biochemical, absorbance, HTS, human. recombinant procaspase-7, Ac-DEVD-pNA absorbance 405 nm; D23A/D198A/D206A triple mutant, cannot self-cleave; scale: DMSO 0, 5 µM enzyme 100. activation, % at 8.5 µM. 330,000 tested, 0.093% active. AID 463210, 2010;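 active means percent activation above the screen-wide mean plus 3 SD, cut at about 25% in these data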
Target sequence (P55210 whole entry D23A/D198A/D206A): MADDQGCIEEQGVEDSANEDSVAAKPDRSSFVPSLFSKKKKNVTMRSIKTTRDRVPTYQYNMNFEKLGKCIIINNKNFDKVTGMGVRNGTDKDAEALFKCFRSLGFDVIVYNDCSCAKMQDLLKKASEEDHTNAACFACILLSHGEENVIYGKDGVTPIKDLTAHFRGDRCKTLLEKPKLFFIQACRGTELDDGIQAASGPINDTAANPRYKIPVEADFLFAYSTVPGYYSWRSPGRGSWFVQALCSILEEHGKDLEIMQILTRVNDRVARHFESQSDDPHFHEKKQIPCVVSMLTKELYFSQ
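System: Procaspase-7 triple mutant (PC-7 D3A); measure: % activation from two-timepoint absorbance difference, scaled to controls; times: 1 h compound preincubation, 2 h substrate cleavage, 25 °C; also added: Ac-DEVD-pNA substrate, 400 µM as added; measured by: Epi-absorbance of released pNA at 405 nm, two timepoints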
JMJD2C inh: inhibitors of GASC-1 histone demethylase, primary screen, biochemical, fluorescence, DELFIA europium; inhibition, % at 2.35 µM; Lysine-specific demethylase 4C (Homo sapiens), Q9H3R0; GST-JMJD2C(1-420) H3K9me3 demethylation; 330,000 tested, 0.069% active; AID 2099, 2009;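 active means more than half of a compound's replicate wells show inhibition beyond 50%, single wells judged on their own value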;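 further: signal counts dimethyl H3K9 product captured on neutravidin plate; 0% = median of DMSO wells and 100% = 0.3 times that DMSO median; strong numbers were not always called active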
Target sequence (Q9H3R0 1-420 limits assumed): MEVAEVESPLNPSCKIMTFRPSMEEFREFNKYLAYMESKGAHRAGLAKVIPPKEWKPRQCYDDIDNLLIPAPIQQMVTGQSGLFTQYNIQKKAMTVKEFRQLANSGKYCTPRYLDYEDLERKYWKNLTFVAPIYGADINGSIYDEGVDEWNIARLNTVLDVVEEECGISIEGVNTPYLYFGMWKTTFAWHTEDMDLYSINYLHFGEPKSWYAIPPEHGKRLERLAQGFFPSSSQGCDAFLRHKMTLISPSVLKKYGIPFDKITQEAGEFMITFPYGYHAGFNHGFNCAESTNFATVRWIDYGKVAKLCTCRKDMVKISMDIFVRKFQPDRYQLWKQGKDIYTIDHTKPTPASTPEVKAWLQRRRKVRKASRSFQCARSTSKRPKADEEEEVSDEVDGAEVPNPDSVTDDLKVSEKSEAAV
proCasp3 act: activators of human procaspase-3 D3A mutant, primary screen, biochemical, absorbance, PC-3 D3A mutant, single concentration; recombinant procaspase-3 D3A, Ac-DEVD-pNA absorbance 405 nm; 330,000 tested, 0.11% active; activation, % at 8.5 µM;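 active means activation above the mean of all tested compounds plus 3 SD, cut at about 21% in these data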;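 further: 0% = DMSO alone and 100% = DMSO wells spiked with extra 5 µM PC-3 D3A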
Target sequence (P42574 whole entry D9A/D28A/D175A): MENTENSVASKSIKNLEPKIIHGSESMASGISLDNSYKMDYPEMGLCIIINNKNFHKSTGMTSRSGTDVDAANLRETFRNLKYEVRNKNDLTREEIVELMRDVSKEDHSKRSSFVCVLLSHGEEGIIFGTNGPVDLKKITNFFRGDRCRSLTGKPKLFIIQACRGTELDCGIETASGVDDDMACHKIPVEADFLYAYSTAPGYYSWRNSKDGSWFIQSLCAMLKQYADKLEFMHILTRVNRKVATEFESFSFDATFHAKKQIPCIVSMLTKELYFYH
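Assay system – Procaspase-3 D3A mutant, all three cleavage aspartates alanine · Controls – DMSO-only low control, 5 µM PC-3 D3A high control · Schedule – 1 h compound preincubation, 2 h substrate hydrolysis at 25 °C · Signal – 405 nm absorbance of p-nitroaniline, reads at 0 and 120 min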
PP5 primary: PP5 phosphatase inhibitors, primary screen, biochemical, fluorescence. 320,000 tested, 0.18% active. purified PP5c, OMFP substrate fluorescence. inhibition, % at 6.7 µM;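 active means inhibition above the campaign's mean inhibition across all tested compounds plus 3 SD, cut at about 9.5% in these data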;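 further: 0% = DMSO only and 100% = 100 µM cantharidin control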
Fh CTSL1 inh: Fasciola hepatica cathepsin L1 inhibitors, primary screen, counter-screen for PFM18AAP inhibitor project, biochemical, QFRET, fluorogenic peptide substrate; recombinant F. hepatica cathepsin L1, Z-Leu-Arg-MCA fluorescence; inhibition, % at 5.96 µM; 300,000 tested, 0.49% active; AID 1906, 2009;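 active means inhibition above the mean of all tested compounds plus 3 SD, set per screening campaign, cut at about 17% in these data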;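 further: 0% = plate median of test compound wells and 100% = 1 µM Z-Phe-Ala-diazomethylketone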
HCV core dimer: inhibitors of HCV core protein dimerization, primary screen, biochemical, TR-FRET, high-throughput | AID 1899, 2009 | TR-FRET GST/Flag-core106 dimerization, 1536-well | 300,000 tested, 0.33% active | inhibition, % at 5 µM;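 active means inhibition above the mean of all tested compounds plus 3 SD, set per screening campaign, cut at about 45% in these data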
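Material: Tagged HCV core106 pair (GST and Flag) | Amount: GST-core106 13.5 nM, Flag-core106 17 nM | Medium: KF-containing HEPES buffer, pH 7.45, DTT, CHAPS, BSA | Reagent: Eu donor and XL665 acceptor anti-tag antibodies | Schedule: 4 h at 22.5 °C | Technique: Time-resolved FRET, ex 340 nm, em 617 and 671 nm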
An asterisk follows results filed as active; i = inactive; · = no result given; & = joins results of further samples.

#	structure	GRK2 inh	VLA-4 inh	PP1 counter	proCasp7 act	JMJD2C inh	proCasp3 act	PP5 primary	Fh CTSL1 inh	HCV core dimer
1	CCOc1ccc(C(=O)N2CCn3c2nc2ccccc23)cc1	0	-8	-3	-1	0	1	0.2	-4	7
2	O=C(c1ccc(Br)cc1)N(Cc1ccco1)C1CCS(=O)(=O)C1 (stereo not given)	0	2	-4	7	-3	5	-1.7	3	1
3	C=CCn1cc(-c2ccc(Cl)cc2)cc(C#N)c1=O	4	-2	-4	4	-6	4	0.7	-2	3
4	Oc1c(C(c2ccccn2)N2CCCCC2)cc(Cl)c2cccnc12 (stereo not given)	2	33	75*	0	-4	10	4.9	-3	-2
5	COc1ccccc1NC(=S)NC(C)C(c1cccs1)N1CCOCC1 (stereo not given)	3	0	-2	4	7	3	-1.4	-4	0
6	O=C1/C(=C\c2cc([N+](=O)[O-])ccc2O)SC(=S)N1Cc1ccc(Cl)cc1	1	i	7	-18	-11	-19	-0.8	0	1
7	Cc1cccc(NC(=O)C2CC(O)CN2C(=O)Oc2ccccc2)c1 (stereo not given)	0	-1	-2	2	-6	-8	1.1	8	9
8	CCc1ccccc1N(CC)C(=O)c1cn(C)c(=O)c2cc(OC)c(OC)cc12	1	-1	-2	4	-5	1	1.5	0	-10
9	CCN(CC(=O)Nc1c(C(=O)OC)[nH]c2ccc(C)cc12)c1ccc2c(c1)OCO2	3	-1	2	-3	10	-11	6.3	4	-14
10	CC(=O)N1CCc2cc(S(=O)(=O)CCC(=O)N3CCN(C(=O)c4ccco4)CC3)ccc21	0	-7	-2	0	·	7	1.9	0	-2
11	C[C@@H]1C[C@@H]2OC(=O)[C@]3(C)[C@H]2[C@@H](OC3(C)O)[C@]2(C)C(=O)CC[C@H]12 (stereo not given in full)	2	-4	5	11	-6	3	1.3	-2	2
12	CCOC(=O)c1[nH]c(=O)[nH]c1CSCCO	0	14	-4	-2	-7	1	3.3	-4	-4
13	CSc1nc(C)c(C(=O)Nc2ccccc2)c(-c2ccco2)c1C#N	3	-4	-2	8	1	5	2.1	2	0
14	O=C(CSc1ccc(F)cc1)Nc1ccc(Br)cc1	1	15	1	4	5	-9	3.6	-2	-7
15	CC(/C=N/N1CCN(c2ccc(C)cc2)CC1)=C\c1ccccc1	0	8	0	4	36	-4	-0.1	-3	-2
16	Cc1nc(-c2ccccc2)sc1C(=O)CSc1ccccc1	5	27	-3	2	-7	1	1.8	1	-11
17	COc1ccc(Cl)cc1/C=C/c1ccc2cccc(O)c2n1	11	-4	18*	2	-13	1	2.3	-2	-10
18	CCOc1ccc(/C=C2\SC(=S)N(C(C(=O)O)c3ccccc3)C2=O)cc1OC (stereo not given)	2	-11	9	-28	-12	-5	5.7	5	6
19	CC1CCN(C(=O)C2CCN(S(=O)(=O)c3cccnc3)CC2)CC1	0	-8	-4	-5	12	1	-2.8	2	-7
20	NCCc1nnc(SCc2ccc(F)cc2)o1	1	23	-4	16	-5	3	0.3	1	-3
21	O=C(c1cc(-c2ccc(Cl)cc2)on1)N1CCN(c2ccccc2)CC1	1	5	-1	3	-3	-5	1.8	1	1
22	CCCCC(=O)Oc1c(S(=O)(=O)c2ccc(C)cc2)c(C)nn1C(C)(C)C	0	5	-1	7	-1	12	2.5	1	-5
23	Cc1cccc(C(=O)OCC(=O)NN2C(=O)NC3(CCCCC3)C2=O)c1	3	-8	3	-2	-3	5	3.3	·	·
24	CCCCn1c(N)c(N(CC(C)C)C(=O)CSc2ccc([N+](=O)[O-])cc2)c(=O)[nH]c1=O	0	30	-4	-5	6	-1	-1.1	1	-1
25	C=CCn1c(=O)n2ncnc2c2c3c(sc21)CCCC3	2	-6	0	-3	-1	12	-0.7	4	6
26	O=C(NCc1cccc(C(F)(F)F)c1)c1cc(-c2ccccc2)nn1CC1CC(c2cccnc2)=NO1 (stereo not given)	·	·	4	-9	12	6	2.2	-1	-2
27	Cc1ccc(-n2nc3c(=O)n(CCCC(=O)NCCN4CCN(C)CC4)nc(C)c3c2C)cc1	7	9	-1	-5	-32	4	-3.4	-6	-14
28	COc1ccc(-n2nc(C(=O)NCC(=O)NCCCN3CCCCCC3)c3ccccc3c2=O)cc1Cl	0	9	5	-1	-6	1	1.4	3	-2
29	Nc1cc(=O)[nH]c(SCCNS(=O)(=O)c2ccccc2)n1	0	6	-4	7	8	0	-1.0	-1	-3
30	COc1ccc(/C=C/C(=O)O)cc1S(=O)(=O)Nc1ccc2c(c1)OCO2	3	-7	-2	-1	5	0	-1.0	-1	1
31	Cn1cnc(S(=O)(=O)Nc2ccccc2N2CCOCC2)c1	0	5	-10	7	5	1	1.8	4	0
32	CNc1ccc(C(O)(C(F)(F)F)C(F)(F)F)cc1C(O)(C(F)(F)F)C(F)(F)F	0	-2	1	11	5&1	-7	4.5	5	-4
33	O=C(COC(=O)c1ccc2c(c1)S(=O)(=O)c1ccccc1C2=O)NC1CC1	2	3	-1	-2	3	8	1.1	-1	-3
34	CC(C)CCN(C(=O)CNC(=O)c1cccs1)C(C(=O)NC1CCCCC1)c1cccnc1 (stereo not given)	2	-5	0	16	-4	5	1.1	3	0
35	O=C(N/N=C/c1ccc(O)cc1)c1csc2ccccc12	2	3	-3	-18	0	3	2.6	1	-1
36	CCc1nnc(NC(=O)c2ccncc2)s1	0	-4	0	-1	4	3	-0.9	0	-3
37	Cc1ccc2cc(C)c3nnc(SCC(=O)c4cccs4)n3c2c1C	3	-6	3	-4	-11	-6	-1.7	4	0
38	O=S1(=O)c2ccccc2C(CCO)N1Cc1ccccc1 (stereo not given)	0	-19	-2	8	46	7	2.9	-4	-14
39	COc1cccc(C(=O)OCCCOC(=O)c2cccc(OC)c2OC)c1OC	0	11	-3	-8	0	-1	2.1	1	-1
40	Cc1cc(-c2ccccc2)nc(N(C)NC(=O)c2cccc(C(F)(F)F)c2)c1S(C)(=O)=O	0	-4	-3	-5	-1	3	-1.2	5	12

Looked up by compound from the entries so far, 3 records:
#	structure	GRK2 inh	VLA-4 inh	PP1 counter	proCasp7 act	JMJD2C inh	proCasp3 act	PP5 primary	Fh CTSL1 inh	HCV core dimer
29	Nc1cc(=O)[nH]c(SCCNS(=O)(=O)c2ccccc2)n1	0	6	-4	7	8	0	-1.0	-1	-3
12	CCOC(=O)c1[nH]c(=O)[nH]c1CSCCO	0	14	-4	-2	-7	1	3.3	-4	-4
8	CCc1ccccc1N(CC)C(=O)c1cn(C)c(=O)c2cc(OC)c(OC)cc12	1	-1	-2	4	-5	1	1.5	0	-10

Continued:
#	structure	GRK2 inh	VLA-4 inh	PP1 counter	proCasp7 act	JMJD2C inh	proCasp3 act	PP5 primary	Fh CTSL1 inh	HCV core dimer
41	NC(=O)C1CCN(C(=O)CCSc2ccccc2)CC1	0	10	-3	12	33	-5	3.5	-3	-7
42	CCOC(=O)c1cncc(C#CCOC(=O)Nc2ccc(OC(F)(F)F)cc2)c1	0	-6	-3	-3	8	-16	4.0	7	-9
43	CCCCNS(=O)(=O)c1ccc2nc(-c3cccnc3)cc(C(=O)NC(C)C)c2c1	4	0	-3	-6	4	18	-2.5	2	0
44	CCOC(=O)C(NC(=O)NCc1cccc(C(F)(F)F)c1)(OCC)C(F)(F)F (stereo not given)	1	7	4	6	4	-6	4.7	-3	-4
45	CC(C)(C)n1c(O)c2ccc(C(=O)N=NC(=O)c3ccccc3)cc2c1O	2	1	-2	-6	17	9	-1.8	5	-17
46	S=c1[nH]nc(CCSCc2ccccc2)n1-c1ccccc1	0	1	1	-15	-5	-4	0.5	4	0
47	CC(C)(C)c1cc(C(=O)N/N=C/c2ccncc2)n[nH]1	0	19	0	13	6	0	1.4	-1	0
48	CCN(CC)CCN(Cc1cc2cc3c(cc2[nH]c1=O)OCO3)C(=S)NCC1CCCO1 (stereo not given)	3	12	-3	3	0	8	1.7	0	-5
49	CCN(CC)c1ccc(NC(=O)c2ccccc2F)cc1	0	-10	0	-2	-5	3	-1.6	-3	-7
50	COC(=O)c1ccc(NC(=O)CCn2cccc2)cc1	2	4	-6	3	-15	-2	-0.7	-1	-2
51	CCCCC(=O)Oc1cc(C)[nH]c(=O)c1[N+](=O)[O-]	0	5	-2	-15	0	2	1.8	3	0
52	NNC(=O)c1cc2c(N3CCC(Cc4ccccc4)CC3)ncnc2s1	2	-7	16*	-4	4	0	0.2	-8	6
53	O=C(c1ccc(Br)o1)N(Cc1ccccc1)Cc1ccccc1	2	13	4	9	-2	5	2.1	2	4
54	COc1ccc(S(=O)(=O)N2CCC(C(=O)NC(C)CCc3ccccc3)CC2)cc1 (stereo not given)	5	2	-3	-4	1	5	4.5	1	-2
55	COc1ccc(OCC(=O)Nc2cccc(S(=O)(=O)N(C)c3ccccc3)c2)c([N+](=O)[O-])c1	0	0	-3	14	6	3	0.6	·	·
56	CC1CC(C)CN(C(=O)CSC2=Nc3ccccc3C3=NC(Cc4c[nH]c5ccccc45)C(=O)N23)C1 (stereo not given)	0	-17	7	-4	-4	7	4.4	-3	7
57	CCOC(=O)C1CCN(S(=O)(=O)c2ccc3c4c(cccc24)C(=O)N3CC)CC1	4	2	·	0	-84	-6	·	·	·
58	CN(C)S(=O)(=O)N1CCC(Oc2ccc(C(=O)NC3Cc4ccccc4C3)cc2)CC1	1	3	1	8	3	2	-0.9	0	8
59	O=C(/C=C/c1c(F)cccc1Cl)Nc1nc2ccccc2[nH]1	0	3	-1	-4	1	-3	-0.2	1	7
60	O=C(Cn1[nH]c(=O)c2ccccc2c1=O)Nc1cccc(S(=O)(=O)N2CCCCCC2)c1	1	-41	2	13	-6	4	0.1	-23	3
61	CC(=O)c1cccc(N(C(=O)c2csnn2)C(C(=O)NC2CCCC2)c2ccccc2)c1 (stereo not given)	3	9	-3	2	9	0	0.3	0	-4
62	Cc1cc(CNC(=O)COC(=O)Cn2[nH]c(=O)c3ccccc3c2=O)cc(C)c1O	6	19	-4	4	-45	-2	2.9	-15	-2
63	O=C(CCl)N1N=C(c2cccs2)CC1c1ccco1 (stereo not given)	1	-3	-3	-9	6	4	-2.5	27*	9
64	COc1ccc(-c2csc(-c3cccs3)n2)cc1OC	3	-4	1	-3	-4	-2	1.1	-2	2
